M. tuberculosis HTS: M. tuberculosis growth inhibition, HTS (AID 449762); hit rate 0.59% among 330,000; M. tuberculosis H37Rv growth inhibition, 7H9 media; higher % means a stronger effect; one-dose inhibition, % at 25 µM; IC50 in µM for titrated hits; in the data active = a potency from the dose series; inconclusive = inhibition above about 70% without an active follow-up result;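 note: bacterial growth assessed after seven days of incubation; strong numbers were not always called active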
Salmonella PhoP GFP: PhoP regulon inhibitors, Salmonella typhi PhoP promoter GFP reporter, confirmatory (AID 1850); Salmonella Typhi PhoP-promoter GFP reporter, fluorescence, 4 h; higher % means a stronger effect; one-dose inhibition, % at 50 µM; IC50 in µM for titrated hits; hit rate 0.33% among 310,000; in the data active = a potency from the dose series; inconclusive = inhibition mostly from about 25% at the one dose, without a potency; inactive = the rest, 99 in 100 with inhibition below about 19%;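 note: 0% = induced wells with vehicle and 100% = uninduced wells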
VEEV TC-83 Vero: inhibitors of VEEV TC-83 cytopathic effect, confirmation, Vero cells (AID 588727); Vero cells, VEEV TC-83 cytopathic effect inhibition; higher % means a stronger effect; one-dose inhibition, % at 20 µM; IC50 in µM for titrated hits; hit rate 0.13% among 350,000; in the data active = a potency from the dose series; inconclusive = inhibition mostly from about 14% at the one dose, without a potency; inactive = the rest, 99 in 100 with inhibition below about 12%; note: strong numbers were not always called active
influenza NS1A: NS1A inhibition, H1N1 influenza, cell based functional assay (AID 504329); NS1A functional cell-based assay, percent inhibition; higher % means a stronger effect; inhibition, % at 12.5 µM; hits with a dose series show IC50 in µM; hit rate 0.3% among 340,000; in the data active = a potency from the dose series; inconclusive = inhibition above about 27% without an active follow-up result; note: strong numbers were not always called active
M. tuberculosis: growth inhibition of non-replicating M. tuberculosis (AID 488890); Mycobacterium tuberculosis non-replicating, growth inhibition; higher % means a stronger effect; one-dose inhibition, % at 25 µM; IC50 in µM for titrated hits; hit rate 0.39% among 320,000; in the data active = a potency from the dose series; inconclusive = inhibition mostly from about 82% at the one dose, without a potency; inactive = the rest, 99 in 100 with inhibition below about 76%;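 note: plate controls were DMSO cells for no effect and high antibiotic wells for full effect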
VEEV TC-83 Vero 10K pilot screen: also measured in VEEV TC-83 Vero; calls as there; inhibition, %; measured here: 10K pilot screen inhibition
Active calls of the source: *; i = inactive; ? = inconclusive; . = no result given.

SMILES | M. tuberculosis HTS | Salmonella PhoP GFP | VEEV TC-83 Vero | influenza NS1A | M. tuberculosis | others
Cc1ccc(CN2CCN(Cc3ccc4cccc(F)c4n3)CC2CCO)cc1 (centres undefined) | 1% | 4% | 0.2% | -2% | 2%
O=C(Cn1cnnn1)NC1CCCN(Cc2ccccc2F)C1 (centres undefined) | 0% | -5% | 0.5% | -2% | -15%
CCCN(CC(=O)Nc1ccccc1C)C(=O)c1sc2ccccc2c1Cl | -5% | . | 0.4% | -9% | 30%
C=CCn1c(-c2csc3ccccc23)n[nH]c1=S | 6% | 8% | 2.6% | 13% | 30%
CC1(C)Cc2ccccc2C(N/N=C/c2cccc(F)c2)=N1 | -2% | -7% | 6.5% | 4% | 8%
Cc1c(C)c2ccc(OCC(=O)N3C[C@H]4C[C@@H](C3)c3cccc(=O)n3C4)c(C)c2oc1=O | -11% | 0% | 0.7% | -8% | -12%
NC(Cc1ccccc1)Cc1ccccc1 | -1% | 20% | 0.3% | -2% | 5%
CCC1COCCS(=O)(=O)N1Cc1ccc(Cl)cc1 (centres undefined) | -7% | -5% | 0.1% | 12% | 13%
Cc1c(C(=O)C(=O)NCCCn2ccnc2)c2ccccc2n1C | -13% | 2% | 0.8% | 1% | -1%
O=C(NC(=S)N1CCN(c2ccc(Cl)cc2[N+](=O)[O-])CC1)c1ccco1 | 61% | 8% | 0.3% | 2% | ?
Cc1ccc(CN2CCN(CCCn3cnc4c(OCc5ccccc5)ncnc43)CC2)cc1 | . | . | i | -16% | .
COc1ccc(N(Cc2ccccc2)S(=O)(=O)c2cccc(C(=O)Nc3ccccn3)c2)cc1 | 3% | . | i | -5% | 37%
O=C(Nc1nccs1)[C@@H]1CCCN1C(=O)c1cccs1 | -4% | 4% | 0.5% | -7% | -2%
Cc1cccc(NC(=S)NCc2ccc3[nH]c4c(c3c2)CCCC4)c1 | 1% | -7% | i | 0% | 62%
CCc1ccccc1NC(=O)CSc1nc2n[nH]c(C)c2c(=N)n1-c1cccc(OC)c1 | 8% | 4% | 0.4% | >100µM* | 51%
N/C(=N\OS(=O)(=O)c1ccccc1)c1cccnc1 | 0% | 14µM* | 0.4% | -7% | 2%
Cc1ccc(C(=O)c2c3ccc([N+](=O)[O-])cc3[n+]([O-])n2CCCN)cc1 | ? | -16% | i | 8% | 48% | VEEV TC-83 Vero 10K pilot screen=0.0
O=C(N/C(=C/C=C\c1ccccc1)C(=O)N1CCOCC1)c1ccc(Br)cc1 | 59% | -9% | 3.9% | 8% | 15%
CSc1n[nH]c(=O)n1C1CCCCC1 | -4% | -15% | i | -21% | -1%
CCOCc1cc(C2NC(=O)NC(C)=C2C(=O)OCC)ccc1OC (centres undefined) | -2% | -15% | 0.2% | -3% | -2%
Cc1cc(NC(=O)CSc2ccc(-c3cccc([N+](=O)[O-])c3)nn2)no1 | -9% | 5% | 0.8% | -2% | 9%
CCCCC1CN2CCc3c([nH]c4ccccc34)C2(C)C1 (centres undefined) | 3% | 3% | 2.1% | -3% | 9%
COc1ccc(N2CCN(C3CCCN(C(=O)c4ccoc4)C3)CC2)cc1 (centres undefined) | 4% | -2% | i | -9% | 34%
COc1ccc(CNC(=O)COc2ccc(Br)c(C)c2)cc1 | 12% | -5% | i | -5% | 29%

Retrieved by compound from the entries so far, 2 records:
SMILES | M. tuberculosis HTS | Salmonella PhoP GFP | VEEV TC-83 Vero | influenza NS1A | M. tuberculosis | others
N/C(=N\OS(=O)(=O)c1ccccc1)c1cccnc1 | 0% | 14µM* | 0.4% | -7% | 2%
COc1ccc(N2CCN(C3CCCN(C(=O)c4ccoc4)C3)CC2)cc1 (centres undefined) | 4% | -2% | i | -9% | 34%

(further entries)
SMILES | M. tuberculosis HTS | Salmonella PhoP GFP | VEEV TC-83 Vero | influenza NS1A | M. tuberculosis | others
COc1cccc(C(=O)NC(=O)Nc2nc(C)cc(C(F)(F)F)n2)c1 | 3% | 2% | 4.8% | -7% | -7%
CCOc1ccc(CCNC(=O)C2CC(=O)N(c3ccc4c(c3)OCCO4)C2)cc1OCC (centres undefined) | -9% | 3% | 2.7% | 0% | 0%
O=C(Nc1cccc(-n2cnnn2)c1)c1cccs1 | 0% | 2% | 2.9% | -4% | 1%
O=C(COC(=O)[C@@H]1CCCN1S(=O)(=O)c1ccccc1F)NCc1ccc2c(c1)OCO2 | -8% | . | 0.5% | -3% | -6%
O=C(CCc1ccccc1)Nc1nc2n(n1)C(c1ccc(Cl)cc1)CC(=O)N2 (centres undefined) | -2% | -23% | i | -12% | -3%
CN(c1ccccc1)S(=O)(=O)c1cc(Cl)ccc1Cl | -3% | -5% | 0.1% | 5% | .
CCN1C(=O)[C@@H]2[C@@H](c3ccc(-c4cccc(Cl)c4)cc3)N3CCC[C@@]3(C(=O)OC)[C@@H]2C1=O | 43% | 1% | i | -7% | 5%
Cc1ccc(C)c(N2CCN(C(=O)CCc3nc(-c4ccc(F)cc4)no3)CC2)c1 | . | . | 0.4% | -9% | .
CCN(CC)S(=O)(=O)c1ccc(NC(=O)Cc2cccs2)cc1 | 29% | -7% | 1.6% | 5% | 2%
O=C(COC(=O)c1ccc(Cl)nc1)Nc1cccnc1Cl | 0% | 3% | 1.5% | -2% | 8%
COc1cc(C(=O)N2CCN(c3ccccc3)CC2)c2ccccc2n1 | . | . | 8.3% | 6% | .
O=C(COc1ccc(S(=O)(=O)NC2CCCCC2)cc1)NC1CC1 | 5% | 1% | 1.9% | 5% | 5%
CCN(CC(=O)Nc1ccc(NC(C)=O)cc1)C(=O)CCCOc1ccc(C(C)(C)C)cc1 | 30% | 12% | 6.1% | 1% | 37%
Nc1ccc(CCc2ccc(N)cc2)cc1 | 91% | -17% | 3.1% | -15% | 66%
O=c1[nH]c(/C(=N\O)c2ccccc2)no1 | -3% | -2% | i | -6% | 36% | VEEV TC-83 Vero 10K pilot screen=3.6
CCc1c(O)nc(SC2CC(=O)N(c3ccc(F)c(Cl)c3)C2=O)[nH]c1=O (centres undefined) | -1% | -5% | 1.0% | 2% | -18%
O=C(NCCNc1ccc([N+](=O)[O-])cc1)c1cc(F)c(F)cc1Cl | 7% | 5% | 0.8% | . | 5%
COc1ccc(-c2nn(C)c(=O)c3ccccc23)cc1NC(=O)Cn1nc(-c2ccccc2)c2ccccc2c1=O | -5% | -5% | 6.9% | -6% | 22%
Cn1ncc([N+](=O)[O-])c1C(=O)Nc1ccc(-c2nc3ccccc3[nH]2)cc1 | -5% | -2% | 9.1% | 3% | 0%
O=[N+]([O-])c1nn(-c2ccc(Cl)cc2)n(O)c1=NCc1ccccc1 | ? | 3% | 2.1% | 7% | ?
CCOC(=O)N/N=C\c1cccc(OC)c1OC/C=C/c1ccccc1 | 2% | -2% | 7.7% | 3% | 20%
N#Cc1ccc(CSc2nnc(NC(=O)C3CC(=O)N(c4ccc5c(c4)OCCO5)C3)s2)cc1 (centres undefined) | 36% | -2% | 0.1% | 7% | 78%
CCCCCN1CC(=O)N2[C@@H](Cc3c([nH]c4ccccc34)C2(C)C)C1=O | 0% | -2% | 0.7% | 9% | -16%
COc1cccc(CNC(=S)NC2CC2)c1 | 0% | 2% | i | 10% | 4%
Cc1ccn2c(=O)c(C(=O)NCCCN3CCCCC3C)c(O)nc2c1 (centres undefined) | 11% | 1% | 5.7% | -3% | -4%
COc1ccc(S[C@@H](CCN2CC[C@H](NC(=O)OCc3ccccc3)CCC2=O)c2ccccc2)cc1 | 0% | . | i | 7% | 27% | VEEV TC-83 Vero 10K pilot screen=2.2
CN(C)S(=O)(=O)Oc1cccc(C(=O)Nc2ccccc2Cl)c1 | 0% | -8% | 1.7% | 11% | 15%
CCOC(=O)C(=O)Nc1cc(Cl)ccc1C | -1% | -3% | 0.7% | -3% | 33%
CCOC(=O)Nc1ccc(C(=O)c2ccncc2)cc1 | 6% | -6% | 0.3% | -5% | 45%
CC(=O)CC(=O)Nc1ccc(Cl)cn1 | -12% | 4% | 0.2% | -5% | -1%
CN(CC(=O)N1CCC(C(N)=O)CC1)S(=O)(=O)c1ccc2ccccc2c1 | -1% | -4% | i | 3% | 1%
COc1ccc2cc3c(N)nn(C(=O)Cc4ccccc4OC)c3nc2c1 | -8% | -8% | 5.7% | 32% | .
COC(=O)Cn1c(C)nc2c(sc3nc(C)cc(C)c32)c1=O | -4% | 4% | 1.8% | -1% | 3%
CCn1ccnc1CNCc1ccc(OCC(O)CN(C)Cc2ccccc2)cc1 (centres undefined) | 1% | 4% | 13% | -5% | 15%
Cc1onc(-c2ccccc2Cl)c1C(=O)NCc1ccc(N2CCCC2=O)cc1 | -7% | -8% | 3.4% | -24% | 0%
COC(=O)c1sccc1NC(=O)c1cc(-c2ccc(C)cc2)nc2ccccc12 | 0% | 13% | i | -3% | 6%
CCOc1ccc(N2CC(C(=O)Nc3nnc(SCCOC)s3)CC2=O)cc1 (centres undefined) | 4% | -6% | 5.4% | 8% | 20%
Cc1cc(=O)c2ccc(Cl)cc2[nH]1 | -2% | 9% | 0.6% | -5% | -4%
CC(C)Cn1cnc2c(SCc3ccccc3F)nc(N)nc21 | . | . | 7.9% | -25% | .
O=C(CSc1nc2ccccc2s1)Nc1cc(C(=O)O)cc(C(=O)O)c1 | 2% | -9% | 1.6% | -7% | -5%
CCOC(=O)c1ccc(CNCc2ccc(C)cc2)cc1 | 1% | -2% | 2.3% | 4% | 10%
COc1cc(C(=O)NCc2ccc3c(c2)OCO3)ccc1OCc1c(C)noc1C | 3% | -3% | 1.3% | 10% | 6%
CCN1C/C(=N\S(=O)(=O)/N=C2\CN(CC)C(=O)N2CC)N(CC)C1=O | -14% | 4% | 1.7% | -2% | -24%
O=C(NCCO)c1cccc2c1C(=O)c1ccccc1-2 | 13% | 11% | i | -5% | -8%
COc1cc(/C=N/n2c(C)nc3ccccc3c2=O)cc(OC)c1O | 1% | -10% | 0.7% | 23% | -12%
Cc1ccc(-c2ccc(=O)n(CC(=O)NCCN(C)C)n2)cc1 | 2% | -2% | 0.5% | -16% | 4%
C=CC(COCc1ccccc1)N(Cc1ccc(OC)cc1)S(=O)(=O)c1ccccc1Br (centres undefined) | 1% | 10% | i | 7% | -5%
Cc1ccc(OCC(=O)N/N=C/c2ccncc2)cc1C | 66% | 6% | 1.2% | -2% | 38%
CC(NC(=S)NCCN1CCOCC1)C12CC3CC(CC(C3)C1)C2 (centres undefined) | -1% | 5% | 1.1% | . | 14%
O=S(CCc1ccncc1)Cc1ccccc1 (centres undefined) | -11% | 5% | 1.0% | 0% | .
CC(=O)Nc1ccc(Nc2cc(C)nc3ccccc23)cc1 | -5% | 11% | i | -1% | 6%
CCOc1ccc(/C=C(\C)C(=O)c2c(C)cc(C)[nH]c2=O)cc1 | -6% | -5% | 0.8% | -9% | 19%
CCn1c2ccccc2c2nnc(SCC(=O)Nc3ccc4c(c3)OCO4)nc21 | 1% | -2% | 0.7% | 0% | -2%

In the list so far, eleven contain an NH in an aromatic ring:
SMILES | M. tuberculosis HTS | Salmonella PhoP GFP | VEEV TC-83 Vero | influenza NS1A | M. tuberculosis | others
C=CCn1c(-c2csc3ccccc23)n[nH]c1=S | 6% | 8% | 2.6% | 13% | 30%
Cc1cccc(NC(=S)NCc2ccc3[nH]c4c(c3c2)CCCC4)c1 | 1% | -7% | i | 0% | 62%
CCc1ccccc1NC(=O)CSc1nc2n[nH]c(C)c2c(=N)n1-c1cccc(OC)c1 | 8% | 4% | 0.4% | >100µM* | 51%
CSc1n[nH]c(=O)n1C1CCCCC1 | -4% | -15% | i | -21% | -1%
CCCCC1CN2CCc3c([nH]c4ccccc34)C2(C)C1 (centres undefined) | 3% | 3% | 2.1% | -3% | 9%
O=c1[nH]c(/C(=N\O)c2ccccc2)no1 | -3% | -2% | i | -6% | 36% | VEEV TC-83 Vero 10K pilot screen=3.6
CCc1c(O)nc(SC2CC(=O)N(c3ccc(F)c(Cl)c3)C2=O)[nH]c1=O (centres undefined) | -1% | -5% | 1.0% | 2% | -18%
Cn1ncc([N+](=O)[O-])c1C(=O)Nc1ccc(-c2nc3ccccc3[nH]2)cc1 | -5% | -2% | 9.1% | 3% | 0%
CCCCCN1CC(=O)N2[C@@H](Cc3c([nH]c4ccccc34)C2(C)C)C1=O | 0% | -2% | 0.7% | 9% | -16%
Cc1cc(=O)c2ccc(Cl)cc2[nH]1 | -2% | 9% | 0.6% | -5% | -4%
CCOc1ccc(/C=C(\C)C(=O)c2c(C)cc(C)[nH]c2=O)cc1 | -6% | -5% | 0.8% | -9% | 19%

Compound activity from PubChem.
